# Screening data: PubChem BioAssay, National Center for Advancing Translational Sciences (NCATS)
# BRCA1 expr act = increases BRCA1 expression | MCF7-BRCA1-FFLuc reporter, luminescence, 48 h; response scale: scaled: vehicle 0%, 10 µM genistein 100% | Potency, µM (doses to about 46.1 µM), for the others: at the highest dose activation, hits mostly activators | 380,000 tested, 1.1% active; further: potency means the concentration at half of the fitted maximal effect; nearly all actives have a fitted effect of over 80% in size; some results filed as inactive show a strong effect at the top dose
#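 MCF7-BRCA1-FFLuc cells, 2000/well in phenol-red-free MEM, attached 2 h then treated 48 h at 37 C. Luciferase luminescence read 15 min after reagent; normalized to genistein maximum activation (10microM) and DMSO, concentration-response fitted.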
# NPC1 prom act = NPC1 promoter activation; 320,000 tested, 2.4% active; AID 485313; Potency, µM (titrated, usually from 9.22 µM), inactives show at the highest dose activation, most hits filed as activators; Huh7 NPC1 promoter luciferase reporter, 24 h;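 further: potency means the concentration at half of the fitted maximal effect; % of control where 0% means no effect; nearly all actives have a fitted effect of over 60% in size; reporter is driven by a mutant NPC1 promoter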
#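 Huh7 reporter cells (NPC1 promoter driving luciferase) are dosed with compound for 24 h at 37 °C, 5% CO2; luciferase detection reagent is then added and luminescence measured after 10 min at ambient temperature.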
# RORgamma inh = inhibitors of mouse ROR gamma transcriptional activity; Drosophila S2 Gal4-RORgamma UAS-luciferase reporter, 20 h; P51450; 310,000 tested, 5.4% active; Potency, µM (top dose mostly 53.6 µM), for inactives: top-dose activity change, negative = inhibition, actives largely listed as inhibitors; AID 2551; further: potency means the concentration at half of the fitted maximal effect; on the % scale 0 is the no-effect control and ±100 the full control effect; nearly all actives have a fitted effect of over 60% in size
#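 In this cell-based reporter format, copper sulfate (700 uM final) drives Gal4–ROR gamma fusion expression from a metallothionein promoter in Drosophila Schneider cells; compounds preincubated 1 hr, reporter read after 20 hr at ambient temperature.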
# ELG1 genotoxic = induces genotoxicity in HEK293T cells with luciferase-tagged ELG1. HEK293T ELG1-luciferase reporter, luminescence, 16 h. Potency, µM (doses to about 46 µM), for inactives: top-dose activity change, positive = activation, actives largely listed as activators. 330,000 tested, 1.3% active. AID 504466; further: potency means the concentration at half of the fitted maximal effect; % of control where 0% means no effect; nearly all actives have a fitted effect of over 60% in size
#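 Reporter readout depends on ELG1 protein level, which increases with genetic stress. After 16 hr compound exposure at 37 °C, luciferase activity was quantified using ONE-Glo.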
# VP16 counter = inhibits Gal4-VP16 luciferase reporter, ROR gamma counter-screen; Drosophila S2 Gal4-VP16 UAS-luciferase, luminescence, 20 h; 310,000 tested, 3.5% active; Potency, µM (doses to about 53.6 µM), for the others: top-dose activity, negative = inhibition, actives largely listed as inhibitors;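 further: Gal4-VP16 expression switched on by copper sulfate through the metallothionein promoter; potency means the concentration at half of the fitted maximal effect; on the % scale 0 is the no-effect control and ±100 the full control effect; nearly all actives have a fitted effect of over 50% in size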
# p53 reactivator = re-activators of mutant p53; H1299 p53-A138V BP100-luciferase reporter, luminescence, 24 h; Potency, µM (highest dose often 92.2 µM), for inactives: at the highest dose activity change, positive = activation, hits mostly activators; 320,000 tested, 0.063% active; AID 504706; further: potency means the concentration at half of the fitted maximal effect; % of control where 0% means no effect; nearly all actives have a fitted effect of over 45% in size
#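 H1299 (p53-null), stable ts p53-A138V + BP100-Luc; 1000 cells/well, Opti-MEM/10% FBS; cpd 4 pt, 1:5; 24 h, 37 deg C, 5% CO2; detection reagent 10 min RT; luminescence.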
# PKM2 activator = increases activity of human pyruvate kinase M2. Potency, µM (highest dose often 57.5 µM), for the others: top-dose activation, usual class: activators. P14618. AID 1631. purified PKM2, Kinase-Glo ATP luminescence, activation; response scale: 0% is enzyme alone, no compound. 260,000 tested, 0.34% active; further: potency means the concentration at half of the fitted maximal effect; on the % scale 0 is the no-effect control and ±100 the full control effect; nearly all actives have a fitted effect of over 55% in size
#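 ATP formation by purified human PK-M2, quantified via coupled luciferase luminescence after 1 h at room temperature with 0.1 mM ADP and 0.5 mM PEP final.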
# FLuc modulator = firefly luciferase modulation, counter-screen for miR-21 project. P08659. AID 588342. Potency, µM (highest dose often 57.5 µM), for inactives: at the top dose activity change, negative = inhibition, usual class: inhibitors. purified FLuc, Km substrates, luminescence inhibition. 360,000 tested, 6.9% active;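 further: potency means the concentration at half of the fitted maximal effect; plate controls were vehicle for no effect and reference inhibitor for full effect; nearly all actives have a fitted effect of over 55% in size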
# Target sequence (P08659 whole entry, looked up): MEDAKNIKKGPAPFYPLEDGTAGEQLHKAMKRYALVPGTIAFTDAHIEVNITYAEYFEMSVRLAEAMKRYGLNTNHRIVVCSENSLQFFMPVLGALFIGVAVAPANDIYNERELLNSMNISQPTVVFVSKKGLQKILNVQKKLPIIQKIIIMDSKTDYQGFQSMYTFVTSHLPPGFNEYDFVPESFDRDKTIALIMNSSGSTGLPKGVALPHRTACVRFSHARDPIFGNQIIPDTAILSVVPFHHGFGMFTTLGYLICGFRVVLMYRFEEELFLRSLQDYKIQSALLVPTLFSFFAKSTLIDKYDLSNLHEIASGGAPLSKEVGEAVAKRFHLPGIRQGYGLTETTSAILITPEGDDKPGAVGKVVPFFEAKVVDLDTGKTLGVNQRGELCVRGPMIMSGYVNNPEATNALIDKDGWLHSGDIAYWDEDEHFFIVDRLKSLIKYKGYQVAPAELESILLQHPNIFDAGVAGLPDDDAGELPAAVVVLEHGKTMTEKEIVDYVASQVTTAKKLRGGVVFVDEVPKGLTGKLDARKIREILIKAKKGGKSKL
#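 Purified P. pyralis luciferase (10nM final) with 10uM D-luciferin and 10uM ATP (Km levels) in 50mM Tris acetate pH 7.5, 10mM Mg acetate, 0.01% Tween-20, 0.05% BSA; qHTS 6-point titration, ~60 µM downward; luminescence read.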
# Rab9 promoter act = activates the Rab9 promoter; Huh7 Rab9 promoter-luciferase reporter, luminescence, 24 h; Potency, µM (top dose mostly 9.22 µM), without a hit: at the highest dose activation, negative = inhibition, actives largely listed as activators; 320,000 tested, 2.8% active; AID 485297; further: potency means the concentration at half of the fitted maximal effect; % of control where 0% means no effect; nearly all actives have a fitted effect of over 60% in size
#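 Cell-based reporter: Huh7 stable for Rab9 promoter-driven luciferase, plated in reduced-serum medium with 10% FBS at 1500 cells/well, compound-treated 24 h at 37 °C, luminescence read after 10 min reagent.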
# Giardia killer = Giardia lamblia killing; Giardia lamblia trophozoite viability; activity change, % at 7.66 µM, hits read low; 340,000 tested, 0.15% active; AID 540267; in the data active means activity change below about -80%; inconclusive means between about -30% and that limit;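 further: parasites exposed to compound for two days anaerobically before the ATP read; on the % scale 0 is the no-effect control and ±100 the full control effect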
#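 Media and compound were dispensed first, then trophozoites at 100 cells/well; plates sat 48 hrs at 37 deg C without oxygen before ATP luminescence reagent was added and read after 15-30 min at room temperature.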
# Menin-MLL TR inh = inhibitors of human menin-MLL interaction, mutant MLL peptide; O00255; Menin + Texas Red MLL mutant peptide, fluorescence polarization; Potency, µM (top dose mostly 61.6 µM), inactives show at the highest dose FP activity change, negative = inhibition, usual class: inhibitors; 270,000 tested, 0.23% active; AID 1768; active means well fitted inhibition curve with a large enough effect in the polarisation, with a control signal flat, not every such curve was filed as active; inconclusive means small, poorly fitted or top-dose-only effect, or effect the other way, or a change in a side signal; inactive means no such curve, though single readings can be large or run the other way; the % refers to the polarisation; further: potency means the concentration at half of the fitted maximal effect; % of control where 0% means no effect; many of its hits are not listed in these tables
# Target sequence (O00255 whole entry, looked up): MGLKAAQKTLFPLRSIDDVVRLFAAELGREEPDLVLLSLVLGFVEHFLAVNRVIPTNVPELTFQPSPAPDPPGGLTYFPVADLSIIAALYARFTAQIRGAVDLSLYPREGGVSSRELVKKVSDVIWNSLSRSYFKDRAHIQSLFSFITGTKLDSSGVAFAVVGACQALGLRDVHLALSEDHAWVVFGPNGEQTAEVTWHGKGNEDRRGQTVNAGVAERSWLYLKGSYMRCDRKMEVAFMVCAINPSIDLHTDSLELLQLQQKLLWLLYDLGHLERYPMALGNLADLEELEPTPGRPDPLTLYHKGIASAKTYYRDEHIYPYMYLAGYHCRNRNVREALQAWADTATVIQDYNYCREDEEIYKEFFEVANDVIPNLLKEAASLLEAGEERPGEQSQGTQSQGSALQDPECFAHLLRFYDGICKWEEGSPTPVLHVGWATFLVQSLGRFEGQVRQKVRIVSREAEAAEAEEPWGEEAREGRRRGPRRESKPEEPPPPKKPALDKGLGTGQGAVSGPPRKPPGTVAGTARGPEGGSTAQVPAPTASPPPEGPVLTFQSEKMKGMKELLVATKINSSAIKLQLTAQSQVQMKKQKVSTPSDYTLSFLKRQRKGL
# * marks the source's active call; other numbers are inactive results; ? = inconclusive; · = no result given; & = joins results of further samples; [ ] = another dose, or the depositor's remark. Unless noted, the call rests on the fitted dose curve; in most records, active means well fitted curve in the direction sought with a large enough effect; inconclusive means small, poorly fitted or top-dose-only effect, or another doubt; inactive means no such curve, though single readings can be large; an effect the other way counts as inactive or inconclusive.
SMILES,BRCA1 expr act,NPC1 prom act,RORgamma inh,ELG1 genotoxic,VP16 counter,p53 reactivator,PKM2 activator,FLuc modulator,Rab9 promoter act,Giardia killer,Menin-MLL TR inh
CCC(CC)NC(=O)Nc1ccccc1C,-1.8%,-7.2%,-12.4%,-4.0%,2.2%,1.7%,1.5%,-0.3%,0.9%,13.2,9.7%
Cn1ncc2c1ncn1nc(CCc3ccccc3)nc21,?,0.794µM*,18.8%,?,3.6%,19.8%,0.2%,7.57µM*,1.26µM*,-1.5,-4.9%
c1ccc(CN2CCC(Nc3nc(-c4cccs4)nc4ccccc34)CC2)cc1,-80.7%,-7.5%,?,-8.4%,0.1%,0.9%,5.2%,-2.8%,-4.1%,7.5,36.2%[activator]
CCOC(=O)N1CCN(C(=O)CS(=O)(=O)c2cn(Cc3cccc(F)c3)c3ccccc23)CC1,-3.6%,-6.6%,-2.4%,-3.1%,2.6%,1.0%,-0.9%,3.1%,-4.5%,-10.1,-14.8%
O=C(c1ccc(COc2ccccc2)o1)N1CCN(S(=O)(=O)c2ccccc2Cl)CC1,-26.4%,1.3%,·,-9.1%,·,-10.1%,·,-2.8%,0.7%,-24.3,·
CC(C)C12CN(C(=O)c3ccccc3[N+](=O)[O-])CC(C(C)C)(CN(C(=O)c3ccccc3[N+](=O)[O-])C1)C2=O,-6.7%,-7.0%,24.8%,-4.5%,-3.1%,-4.7%,-4.5%,-0.2%,-2.1%,-9.0,·
CCn1c(SCC(=O)c2cc(C)n(C)c2C)nnc1-c1ccccc1,-34.6%,-0.6%,-9.8%,-0.1%,7.2%,9.2%,-0.8%,?,-0.7%,-10.4,-16.8%
O=C(O)c1ccccc1C(=O)Nc1ccc(-c2csc(-c3ccccc3)n2)cc1,7.08µM*,5.3%,30.1%,?,3.4%,?,2.3%,16.9µM*,20.2%,-25.4,?
COc1cccc(CNC(=O)CCNS(=O)(=O)c2ccc(Br)s2)c1,-16.4%,2.7%,-9.6%,-5.8%,-14.3%,-3.0%,3.0%,-0.9%,-1.6%,-20.0,16.5%
CC1(C)CC(=O)C2=C(C1)OC(=O)CC2c1cccs1 (configuration not stated),-3.0%,-4.3%,15.4%,1.6%,-4.5%,3.0%,-6.1%,-4.4%,5.1%,-7.8,·
Cc1ccc(C(=O)N2CC(C)CC(C)C2)cc1S(=O)(=O)N1CCCCC1 (configuration not stated),-19.1%,-8.1%,·,-1.7%,·,-6.0%,·,-1.4%,-5.2%,27.1,·
Cc1cccc(C(=O)OCC(=O)NC(=O)c2ccccc2)c1O,-2.2%,7.0%,·,3.3%,·,-4.1%,·,-1.8%,-3.5%,-1.7,·
Cc1cc(C(=O)N2CCC(C(N)=O)CC2)c(C)o1,13.5%,-0.3%,·,1.0%,·,9.2%,·,·,-0.2%,17.5,·
COc1ccc(C(=O)COC(=O)Cc2n[nH]c(=O)c3ccccc23)c(OC)c1,-4.0%,-4.0%,·,-2.0%,·,10.9%,·,-8.2%,-8.5%,-30.0,·
Cc1ccc(S(=O)(=O)N(C)Cc2ccccc2)cc1C(=O)N1CCCCC1,-25.2%,0.2%,-3.8%,-6.0%,-16.8%,-6.1%,-8.4%,5.2%,0.9%,-10.5,·
CC1(C)Cc2nc(Cl)c(C(=O)O)cc2CO1,0.5%,-4.2%,3.1%,-3.1%,-0.3%,4.8%,2.2%,-0.9%,-2.4%,-8.0,1.1%
CC1=NN2C(=N)/C(=C\c3cc(C)n(-c4ccccc4)c3C)C(=O)N=C2S1,49.1%,11.0%,4.6%,7.2%,-11.2%,3.0%,-1.8%,4.78µM*,5.0%,6.2,?
COCCNC(=O)C(NC(=O)C1CCCCC1)C12CC3CC(CC(C3)C1)C2 (configuration not stated),0.3%,-6.4%,-13.7%,6.3%,6.8%,0.6%,-9.9%,0.9%,-1.3%,15.4,-10.1%
CCOC(=O)c1cnc2nc(NCc3ccc(OCc4ccccc4)cc3)[nH]n2c1=O,0.3%,1.7%,-9.7%,-2.5%,2.0%,-0.9%,-5.3%,10.7µM*,2.3%,-8.7,-7.9%
O=C(Nc1nc2ccccc2s1)C1c2ccccc2Oc2ccccc21,-45.2%,-0.6%,11.2µM*,2.1%,?,-9.9%,-0.2%,2.5%,-0.9%,5.2,?
O=C1CN2C(=Nc3ccc(Cl)cc3C2c2ccccc2)CN1 (configuration not stated),-11.7%,-0.7%,-2.0%[0.365 µM],-18.0%,·,-26.9%,3.5%,-0.7%,-6.7%,-1.4,-10.7%
CC1(C)Cc2c(sc3c2c(=O)n(Cc2ccccc2)c2nncn32)CO1,20.7%,-3.7%,3.8%,-0.1%,0.7%,-1.3%,1.5%,0.9%,-2.2%,15.4,-3.0%
Cc1ccc(S(=O)(=O)Nc2ccc3cn[nH]c3c2)cc1,-6.6%,-0.8%,·,-0.5%,·,-11.9%,·,0.3%,-1.7%,11.6,·
CC(NC(=O)CCCCCNC(=O)N1CCn2c1nc1ccccc12)c1ccccc1 (configuration not stated),2.0%,-3.7%,39.8%,-7.7%,0.4%,-12.7%,-6.8%,-0.7%,-4.6%,3.4,-4.1%
S=C(/N=c1/sccn1Cc1ccccc1)NC1CC1,-8.8%,0.8%,?,-1.2%,?,3.9%,1.8%,-1.7%,0.3%,5.2,0.3%
CCN(C(=O)CSc1nnc(C2CC2)n1-c1ccccc1)C1CCS(=O)(=O)C1 (configuration not stated),-5.9%,-0.8%,·,1.1%,·,0.0%,·,·,-1.2%,-5.7,·
Cc1cc2c(c(=O)n1CCN(C)C)C(c1ccncc1)C(C#N)=C(N)O2 (configuration not stated),-1.3%,0.1%,-0.4%,-4.0%,-13.9%,?,-2.6%,3.9%,-3.0%,2.1,24.8%
COc1ccccc1-n1c(SCC(=O)NC2CCCCC2)nc2c(c1=O)SCC2,-10.7%,-0.7%,-0.2%,0.3%,-2.7%,5.2%,9.1%,1.9%,-0.7%,-17.6,-6.4%
CCn1c(-c2cccs2)nc2ccccc21,70.1%,9.1%,-37.3%,3.7%,-23.4%,1.9%,-0.8%,?,-0.9%,21.7,-0.4%
COCCn1c(SC(C)C(=O)NCC2CCCO2)nc2scc(-c3ccc(F)cc3)c2c1=O (configuration not stated),-3.3%,-1.7%,·,-1.1%,·,-5.0%,·,2.3%,-2.7%,10.1,·
Cc1cc(NCCCN2CCOCC2)n2nc(C)c(-c3ccc(F)cc3)c2n1,-46.7%,-1.7%,-15.0%,0.8%,4.2%,-16.5%,-2.3%,-18.5%,-4.9%,5.7,26.0%
CC(NC(=O)C1CCCN(S(=O)(=O)N2CCOCC2)C1)c1ccccc1 (configuration not stated),2.7%,-9.0%,0.8%,0.4%,1.1%,6.6%,·,1.2%,-4.2%,-3.4,·
Cc1cccc(CNC(=O)Cn2ccc3cc(S(=O)(=O)N4CCCC4)ccc32)c1,2.1%,0.8%,-3.2%,0.7%,-0.3%,0.4%,-4.7%,3.1%&6.7%,1.7%,24.9,-16.6%
O=c1c2cc([N+](=O)[O-])cc([N+](=O)[O-])c2[nH]n1-c1ccccc1,-30.6%,-5.1%,-10.1%,-5.7%,-15.8%,-0.7%,·,10.7µM*,1.2%,5.6,?
CC(C)OCCCNC(=O)C1CCC(CNS(=O)(=O)c2ccc(Cl)cc2)CC1 (configuration not stated),-2.3%,0.5%,-4.6%,0.3%,-3.1%,6.8%,-0.2%,1.5%,-11.5%,1.7,4.3%
CC(=O)Nc1ccc(S(=O)(=O)Nc2nnc(Cc3ccc(Cl)cc3)s2)cc1,-10.3%,1.4%,-11.0%,2.9%,-7.6%,-4.2%,1.5%,-3.0%,-0.3%,2.7,3.0%
Cc1ccnc(NC(=O)CCCc2c[nH]c3ccccc23)c1,53.6%,-0.8%,3.1%,25.0%,1.0%,-16.7%,1.9%,-16.6%,-2.9%,8.9,·
CCOCCCNc1nc(-c2ccccc2)nc2ccccc12,-28.1%,-3.6%,24.9%[1.91 µM],-9.9%,-0.8%,·,0.3%,4.7%,-7.1%,-4.5,19.4%
Cc1nnc(SCC(=O)N2CC(C)OC(C)C2)n1-c1ccccc1 (configuration not stated),29.1%,-2.6%,-13.4%,1.4%,0.1%,10.9%,-0.3%,1.0%,-2.5%,-7.1,-10.3%
Cc1nnc(NC(=O)COc2ccc3c(C)cc(=O)oc3c2)s1,-6.0%,-1.4%,8.2%,0.7%,15.0%,-0.3%,2.0%,0.9%,-3.7%,-0.8,8.6%
C=CCN(CC=C)C(=O)c1cc(Cl)ccc1[N+](=O)[O-],-12.0%,-3.2%,-4.6%,-0.3%,4.9%,0.7%,-3.5%,1.1%,-4.7%,-5.0,-7.9%
NC(=O)c1ccccc1OCC(=O)NC12CC3CC(CC(C3)C1)C2,-8.4%,8.0%,-1.5%,0.0%,?,-2.8%,-13.9%,-2.8%,1.3%,11.3,-11.4%

# An excerpt, so the mix of outcomes need not match the whole.
